CHRM1 antagonist: human CHRM1 antagonism; AID 588852; hit rate 1.3% among 360,000; inhibition, % at 3 µM; CHO-K1 hM1, Fluo-8 calcium fluorescence, ACh EC80 antagonist;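 active = percent inhibition above its own plate's cutoff, namely the mean of that plate's compound wells plus 3 SD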;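 note: peak over basal fluorescence ratio during 140 s after agonist addition; 0% = ACh EC80 plus DMSO and 100% = DMSO alone without agonist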
Target sequence (P11229 whole entry, looked up): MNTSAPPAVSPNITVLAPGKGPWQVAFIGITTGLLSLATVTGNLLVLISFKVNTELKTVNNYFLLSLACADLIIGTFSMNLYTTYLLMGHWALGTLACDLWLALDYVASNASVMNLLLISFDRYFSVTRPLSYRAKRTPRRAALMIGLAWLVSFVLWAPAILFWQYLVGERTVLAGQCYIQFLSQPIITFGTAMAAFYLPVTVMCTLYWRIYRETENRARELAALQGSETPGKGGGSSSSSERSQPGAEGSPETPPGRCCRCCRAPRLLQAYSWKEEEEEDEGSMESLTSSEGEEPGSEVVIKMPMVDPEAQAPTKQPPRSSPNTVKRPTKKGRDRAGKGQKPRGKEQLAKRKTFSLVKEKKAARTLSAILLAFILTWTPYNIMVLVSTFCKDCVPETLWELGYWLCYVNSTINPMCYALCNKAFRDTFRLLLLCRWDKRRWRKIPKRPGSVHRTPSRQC
CHRM1 PAM: potentiates human M1 receptor response to acetylcholine; P11229; CHO-K1 hM1, Fluo-8 calcium fluorescence, ACh EC20; 0% = ACh EC20, 100% = maximal ACh; activation, % at 3 µM; hit rate 0.088% among 360,000; in the data active = activation above about 19%, passing the limit was not always enough
CHO parental Ca: signal in parental CHO cells, OX1R antagonist counter-screen. parental CHO-K1, ATP-induced calcium, Fluo-8 fluorescence. hit rate 0.63% among 330,000. inhibition, % at 5.6 µM;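 active = inhibition above that plate's mean sample inhibition plus 3 SD, cut at about 26% in these data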;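 note: 0% = ATP-challenged DMSO wells and 100% = DMSO wells without ATP; some compounds past the cut are filed as inactive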
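test system = CHO parental line | reagent = ATP stimulus | measured by = intracellular calcium via Fluo-8 no-wash fluorescent dye | control set = ATP and no-ATP DMSO wells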
CHRM1 agonist: activates human CHRM1 receptor. CHO-K1 hM1, Fluo-8 calcium fluorescence, agonist mode; 0% DMSO, 100% acetylcholine EC100. activation, % at 3 µM. hit rate 0.33% among 360,000. AID 588814;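 active = activation above the run's mean compound activation plus 3 SD, cut at about 16% in these data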;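 note: peak over basal fluorescence ratio within a 140 s kinetic read after compound addition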
V1aR counter: V1a receptor agonism, counter-screen for OXTR agonists; P37288; CHO-V1R cells, Fluo-8 calcium fluorescence, agonist mode; 0% DMSO, 100% 3 nM vasopressin; activation, % at 3 µM; hit rate 0.25% among 320,000;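 active = activation above the mean activation of all tested compounds plus 3 SD, per screening run, cut at about 20% in these data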;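 note: signal is peak over basal fluorescence ratio across a 100 second FLIPR read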
Target sequence (P37288 whole entry, looked up): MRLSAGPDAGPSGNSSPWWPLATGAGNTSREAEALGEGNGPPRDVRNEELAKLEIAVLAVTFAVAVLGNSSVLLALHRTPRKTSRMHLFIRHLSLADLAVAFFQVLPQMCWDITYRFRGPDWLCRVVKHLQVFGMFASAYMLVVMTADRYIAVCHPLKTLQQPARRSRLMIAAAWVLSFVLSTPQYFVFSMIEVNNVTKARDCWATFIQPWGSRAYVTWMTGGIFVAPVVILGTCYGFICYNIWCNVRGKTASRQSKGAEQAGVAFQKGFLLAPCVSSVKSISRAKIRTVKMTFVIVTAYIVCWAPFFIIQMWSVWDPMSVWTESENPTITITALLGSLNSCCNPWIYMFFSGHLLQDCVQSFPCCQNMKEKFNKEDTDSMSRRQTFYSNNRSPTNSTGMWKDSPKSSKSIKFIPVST
OXTR agonist: human OXTR agonism; P30559; CHO-OTR cells, Fluo-8 calcium fluorescence; normalized: DMSO 0%, oxytocin 100%; activation, % at 3 µM; hit rate 0.32% among 320,000; AID 2435;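 active = activation above the mean of all tested compounds plus 3 SD, cutoff set per screening run, cut at about 20% in these data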;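 note: peak over basal fluorescence ratio from a 100 s FLIPR kinetic read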
OXTR potentiator: potentiators of human oxytocin receptor; CHO-OTR cells, Fluo-8 calcium fluorescence, potentiator mode; 0% = oxytocin EC15, 100% = EC100; activation, % at 3 µM; AID 2445; hit rate 0.061% among 320,000;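 active = activation above that plate's cutoff, the mean activation of tested compounds plus 3 SD, cut at about 6.6% in these data, passing the limit was not always enough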;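 note: 100% uses oxytocin at 75 nM as the full agonist control; some results filed as inactive read as strong as hits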
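Measured by – Fluo-8 calcium dye fluorescence · Test system – human OTR in CHO cells · Dosing – one concentration, 3.0 µM compound · Controls – EC15 oxytocin alone as 0%, 75 nM oxytocin as 100% · Evaluation – normalized max/min fluorescence ratio, % activation · Timing – 6 min pre-incubation, 100 s read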
TAAR1 agonist: human TAAR1 agonism; activation, % at 3 µM; Q96RJ0; hit rate 0.99% among 360,000; CHO RD-HGA16 TAAR1, Fluo-8 calcium fluorescence; vehicle wells 0%, saturating PEA agonist 100%;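 active = activation above the mean activation of all test compounds in the run plus 3 SD, cut at about 38% in these data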
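Repeats: no replicates (n 1) | Material: CHO-derived RD-HGA16 cells with stable Gα16 and human TAAR1 | Technique: Kinetic Fluo-8 calcium fluorescence | Schedule: 17-24 h seeding, 75 min 37 °C dye, 30 min RT | Evaluation: % activation from peak over basal fluorescence ratio, DMSO-to-PEA scaled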
TAAR1 antagonist: antagonists of human TAAR1; Q96RJ0; CHO RD-HGA16 TAAR1, Fluo-8 calcium fluorescence, antagonist; inhibition, % at 3 µM; hit rate 1.5% among 360,000;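 active = inhibition above a per-plate cutoff, the mean inhibition of test compounds on that plate plus 3 SD, cut at about 49% in these data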;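 note: 0% = DMSO plus EC80 beta-PEA response and 100% = DMSO alone without agonist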
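test system = CHO RD-HGA16 cells bearing hTAAR1 | replication = singlicate | controls = DMSO-only wells and EC80 β-PEA-stimulated wells | reagent = EC80 β-phenethylamine stimulus | read-out basis = percent inhibition of PEA-evoked calcium signal, max/basal emission ratio | schedule = seeding 17-24 h prior, 75-min 37 °C, 30-min RT dye loading | signal = kinetic Fluo-8 calcium fluorescence measurement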
Numbers without * were called inactive; x = not tested or not shown. Compounds as they come; any-hit rate near 3.7%.

SMILES	CHRM1 antagonist	CHRM1 PAM	CHO parental Ca	CHRM1 agonist	V1aR counter	OXTR agonist	OXTR potentiator	TAAR1 agonist	TAAR1 antagonist
Cc1nc(-n2nnc3cc(C)c(C)cc32)c2c3c(sc2n1)CCCC3	-7	5	-8	-5	0.8	-1.4	-11	-1	11
CC(Oc1ccc(F)cc1)C(O)CCN(C)C (stereo not drawn)	-2	4	0	-2	0.2	1.2	-2	3	3
CCSc1ccccc1C(=O)Nc1ccc([N+](=O)[O-])cc1OC	-5	10	0	-3	-1.8	-2.4	10	6	-9
CCSC1=NCCN1S(=O)(=O)c1ccc(Cl)cc1	14	-6	-9	-6	0.2	-2.1	-9	2	-5
CCc1ccc(CN2CC(C(=O)O)CC2=O)cc1 (stereo not drawn)	-5	4	-13	-4	-0.4	0.4	-2	1	15
Cc1ccc(NC(=O)c2c(C)nn(-c3ccccc3)c2Cl)cc1	-6	-2	-16	-6	-1.5	-2.4	-4	-1	0
Cc1ccc(COc2ccccc2C(=S)N2CCCC2)cc1	7	-22	-9	-13	-0.7	-1.8	-3	-3	10
COc1ccc(NC(=O)c2cc3ccccc3oc2=O)c(OC)c1	-12	2	-15	1	0.0	-0.8	-14	1	-2
CC1(C)Oc2ccc3ccc(=O)oc3c2/C(=C/NCCN/C=C2\C(=O)C(C)(C)Oc3ccc4ccc(=O)oc4c32)C1=O	x	x	-14	x	0.2	-0.1	-7	x	x
CCn1nc(C(=O)Nc2nc3ccccc3[nH]2)c2ccccc2c1=O	-8	9	-15	-5	-0.8	-1.6	-1	5	-5
O=C(NC1=NCCS1)c1cccc(S(=O)(=O)N2CCOCC2)c1	-9	7	-7	-3	-0.1	-0.9	-4	5	-5
O=C(CN1C(=O)c2ccc([N+](=O)[O-])cc2C1=O)Nc1ccccc1N1CCCC1	7	-3	-1	-2	-0.8	-0.8	-2	2	0
O=C(CCc1ccccc1)N1CCCC1	-2	2	4	-3	-0.2	0.1	-3	1	-4
Cc1cc(C(=O)N2CCN(CCc3ccccc3)CC2)no1	9	-4	-11	-3	-0.5	1.0	10*	0	6
CC(CCC(=O)O)C1CCC2C3CCC4C[C@H](O)CCC4(C)C3CC(=O)C12C (stereo partly drawn)	10	-5	-3	-4	1.1	2.9	-4	3	0
CC(Cc1ccccc1)C(=O)NCc1ccccn1 (stereo not drawn)	-5	5	-9	-5	0.0	0.4	-15	1	15
O=C(COC(=O)c1ccc(Br)o1)NCCNC(=O)COC(=O)c1ccc(Br)o1	-19	4	-6	-2	-0.6	-0.9	-3	6	-13
CSc1ccc(S(=O)(=O)N2CCC(C(=O)N3CCOCC3)CC2)cc1	0	4	-4	-4	1.8	1.1	-8	0	-7
COc1ccc(C(=O)COC(=O)CN2C(=O)C3C4C=CC(C5CC45)C3C2=O)cc1 (stereo not drawn)	-3	4	-11	-5	5.4	2.6	-4	4	-10
O=[N+]([O-])c1cc([N+](=O)[O-])c(Oc2cncc(Cl)c2)cc1NN1CCCCC1	-8	15	-15	7	-0.1	-0.9	3	9	2
O=C(C1CCN(S(=O)(=O)N2CCOCC2)CC1)N1CCOCC1	13	-5	-3	-5	0.7	-0.4	1	15	4
COc1ccc(CNC(=O)CSc2nnnn2C)cc1OC	-1	7	-8	-2	0.1	-0.4	-5	1	3
Cc1cccn2cc(-c3ccc(NC(=O)Cc4ccccc4)cc3)nc12	-2	1	-2	-8	-0.2	-0.6	-2	2	-5
COc1cccc(NC(=O)Cc2nnc(SCC(=O)NC3=NCCS3)n2C)c1	-6	4	-3	-3	0.7	1.0	-3	5	-4
CCN(CC)CCCNC(=O)c1cc2c(-c3cccc(OC)c3)nn(C)c2s1	7	0	-14	-10	0.2	1.2	0	-1	-7

Next section
SMILES	CHRM1 antagonist	CHRM1 PAM	CHO parental Ca	CHRM1 agonist	V1aR counter	OXTR agonist	OXTR potentiator	TAAR1 agonist	TAAR1 antagonist
CN(C)c1ccc2nc3c(=O)[nH]c(=O)nc-3n(CC(O)C(O)C(O)CO)c2c1 (stereo not drawn)	15	-5	12	18*	35*	23*	-11	33	8
COc1cc(/C=C/C(=O)O)cc(OC)c1	-3	7	-4	-3	0.6	-0.1	1	x	x
CC(C)NC(=O)COc1coc(CN2CCN(c3cccc(Cl)c3)CC2)cc1=O	-3	1	-6	-4	0.2	1.1	-1	1	-12
O=C(NCc1cccs1)c1cc2c(s1)CCCC2	-4	7	-11	-3	-1.6	-1.9	-10	-1	6
Cc1ccc(C(=O)N/C(=C\c2ccc(C)o2)C(=O)O)cc1	6	5	0	-1	0.7	1.8	2	1	-17
COc1ccc(-n2nnnc2SCC(=O)Nc2ccc(OC)cc2OC)cc1	-21	13	-17	-3	0.4	-1.7	-12	-1	14
Cc1ccnc(NC(=O)c2cccc(S(=O)(=O)N3CCN(c4ccccc4)CC3)c2)c1	-11	1	-21	-5	0.1	-1.6	-12	0	-18
Cn1c(=O)c([N+](=O)[O-])c(NCCCn2ccnc2)c2ccccc21	-4	4	-21	1	-0.7	1.4	6	4	-12
C/C(=N/NC(=O)CNc1ccc(C)cc1)c1ccc(Cl)cc1	3	-2	-12	-5	2.3	2.6	-4	5	-7
CC(=O)c1cccc2c1OC(C)C(=O)N2Cc1ccc(Cl)cc1 (stereo not drawn)	-13	11	x	-4	x	x	x	-2	-24
COc1ccc(CNC(=O)C[C@H]2C[C@H](C(=O)N3CCOCC3)[C@@]3(C)c4[nH]c5ccc(Cl)cc5c4CCN3C2=O)cc1OC	-9	5	-29	-8	x	x	x	2	-15
CC[C@]12c3[nH]c4ccccc4c3CCN1C(=O)C(CC(=O)NCCC1=CCCCC1)C[C@@H]2C(=O)N1CCN(C(=O)c2ccco2)CC1 (stereo partly drawn)	-9	0	-37	-7	-0.7	-2.2	-8	3	14
CCCCCOC(=O)c1ccc(OC(=O)c2cncc(Br)c2)cc1	13	3	-10	-5	1.8	0.3	-2	7	-5
N#C/C(=C\Nc1ccc(Cl)cn1)S(=O)(=O)c1ccccn1	-16	11	-3	-2	-0.5	-0.3	-8	4	6
COc1ccc(C(=O)NNC(=O)C(=O)N2CCCCC2)cc1OC	-10	4	-3	-3	0.7	-0.3	-2	5	-24

Filtered by structure, the entries above with a halogen
SMILES	CHRM1 antagonist	CHRM1 PAM	CHO parental Ca	CHRM1 agonist	V1aR counter	OXTR agonist	OXTR potentiator	TAAR1 agonist	TAAR1 antagonist
CC(Oc1ccc(F)cc1)C(O)CCN(C)C (stereo not drawn)	-2	4	0	-2	0.2	1.2	-2	3	3
CCSC1=NCCN1S(=O)(=O)c1ccc(Cl)cc1	14	-6	-9	-6	0.2	-2.1	-9	2	-5
Cc1ccc(NC(=O)c2c(C)nn(-c3ccccc3)c2Cl)cc1	-6	-2	-16	-6	-1.5	-2.4	-4	-1	0
O=C(COC(=O)c1ccc(Br)o1)NCCNC(=O)COC(=O)c1ccc(Br)o1	-19	4	-6	-2	-0.6	-0.9	-3	6	-13
O=[N+]([O-])c1cc([N+](=O)[O-])c(Oc2cncc(Cl)c2)cc1NN1CCCCC1	-8	15	-15	7	-0.1	-0.9	3	9	2
CC(C)NC(=O)COc1coc(CN2CCN(c3cccc(Cl)c3)CC2)cc1=O	-3	1	-6	-4	0.2	1.1	-1	1	-12
C/C(=N/NC(=O)CNc1ccc(C)cc1)c1ccc(Cl)cc1	3	-2	-12	-5	2.3	2.6	-4	5	-7
CC(=O)c1cccc2c1OC(C)C(=O)N2Cc1ccc(Cl)cc1 (stereo not drawn)	-13	11	x	-4	x	x	x	-2	-24
COc1ccc(CNC(=O)C[C@H]2C[C@H](C(=O)N3CCOCC3)[C@@]3(C)c4[nH]c5ccc(Cl)cc5c4CCN3C2=O)cc1OC	-9	5	-29	-8	x	x	x	2	-15
CCCCCOC(=O)c1ccc(OC(=O)c2cncc(Br)c2)cc1	13	3	-10	-5	1.8	0.3	-2	7	-5
N#C/C(=C\Nc1ccc(Cl)cn1)S(=O)(=O)c1ccccn1	-16	11	-3	-2	-0.5	-0.3	-8	4	6
